# LYP inhibition – LYP phosphatase inhibitors, primary screen, biochemical, DiFMUP fluorescence, recombinant catalytic domain, 10 µM (AID 606) | recombinant LYP catalytic domain, DiFMUP fluorescence; higher % means a stronger effect | one-dose inhibition, % at 10 µM; IC50 in µM for titrated hits | 52,000 tested, under 10 active;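 active means IC50 under 40 µM in the dose-response test; inactive means IC50 of 40 µM or more, or never dose-tested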
# HT1080 viability – HT1080 cell viability loss – fluorescence readout (AID 620). HT1080 viability, fluorescence; higher % means a stronger effect. one-dose cytotoxicity, % at 10 µM; EC50 in µM for titrated hits. hit rate 0.42% among 87,000;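 further: cells exposed to compound overnight then 4 h with Alamar Blue; 0% = vehicle DMSO and 100% = killing control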
# Spn PMK inh – blocks S. pneumoniae phosphomevalonate kinase; purified PMK, PK/LDH-coupled NADH absorbance 340 nm; hit rate 0.49% among 65,000; inhibition, % at 10 µM;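 active means top-ranked compounds by inhibition in the single 10 µM screen, taking a fixed number of the strongest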;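 further: 0% = full reaction with DMSO carrier and 100% = background rate without enzyme reaction; no value below 0 was filed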
# Bfl-1 inhibitors – Bfl-1 inhibitors, primary screen, biochemical, fluorescence polarization, FITC-Bid, mouse (AID 432). one-dose displacement, % at 20 µM; IC50 in µM for titrated hits. FITC-Bid BH3 peptide fluorescence polarization displacement; higher % means a stronger effect. hit rate 0.02% among 64,000; in the data active means a potency from the dose series; inactive means the rest, 99 in 100 with displacement below about 15%; further: strong numbers were not always called active
# Spn MK inh – blocks S. pneumoniae mevalonate kinase; purified MK, PK/LDH-coupled NADH absorbance 340 nm; inhibition, % at 10 µM; hit rate 0.48% among 65,000; AID 555;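 active means ranked among the strongest by inhibition in the single 10 µM screen, a fixed top-ranked set picked for dose follow-up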; further: no value below 0 was filed
# KRASV12 cytotoxicity – cytotoxicity in KRAS-transformed pancreatic duct cells, primary screen, cell-based, fluorescence, HTS (AID 431); one-dose cytotoxicity, % at 10 µM; EC50 in µM for titrated hits; hit rate 1.7% among 63,000; HPDE-C7K KRASV12 cells, Alamar Blue viability, 48 h; higher % means a stronger effect;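 active means compounds whose percent cytotoxicity in the single-dose primary screen, scaled between solvent and toxic-drug controls, exceeds 50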;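 further: 0% = DMSO solvent wells and 100% = doxorubicin-treated wells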
# Alkaline phosphatase – human TNAP enzyme inhibitors, biochemical, luminescent (AID 518); purified TNAP enzyme, luminescent substrate readout; higher % means a stronger effect; inhibition, % at 20 µM; hits with a dose series show IC50 in µM; hit rate 0.09% among 64,000; in the data active means a potency from the dose series; inactive means the rest, 99 in 100 with inhibition below about 22%;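 further: plate controls were vehicle for no effect and reference inhibitor for full effect; many of its hits are not listed in these tables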
# HPDE-C7 cytotoxicity – cytotoxicity in HPDE-C7 cells, cell-based, fluorescence, HTS (AID 430); one-dose cytotoxicity, % at 10 µM; EC50 in µM for titrated hits; HPDE-C7 pancreatic duct cells viability, fluorescence; higher % means a stronger effect; hit rate 1.8% among 63,000;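 further: cells exposed to compound for 48 hours before viability readout; 0% = vehicle and 100% = reference cytotoxic drug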
# Spn DPM-DC inh – inhibitors of Streptococcus pneumoniae diphosphomevalonate decarboxylase; calls only at 10 µM; hit rate 0.49% among 65,000; purified DPM-DC, PK/LDH coupled NADH fluorescence;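 active means the 320 compounds with the highest percent inhibition in the single-dose primary screen, excluding strongly autofluorescent ones, cut at about 32% in these data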;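 further: kinetic rate of NADH fluorescence loss reporting ADP formed by the decarboxylase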
# Spn PMK inh pilot replicates – also measured in Spn PMK inh; calls as there; inhibition, %; measured here: pilot screen replicates
# Spn MK inh pilot replicates – also measured in Spn MK inh; calls as there; inhibition, %; measured here: pilot screen replicates
# Spn DPM-DC inh pilot screen % – also measured in Spn DPM-DC inh; calls as there; inhibition, %; measured here: pilot screen trials
# * marks the source's active call; other numbers are inactive results; i = inactive; nt = no result given. Unless noted, no stated cut-off is given here; in the data, active means cytotoxicity above about 50%; inactive means the rest.
SMILES,LYP inhibition,HT1080 viability,Spn PMK inh,Bfl-1 inhibitors,Spn MK inh,KRASV12 cytotoxicity,Alkaline phosphatase,HPDE-C7 cytotoxicity,Spn DPM-DC inh,others
COc1ccc(CCNC(=O)CSc2nc(C)nc3c2c(=O)n(C)c(=O)n3C)cc1OC,-1.0%,-1.8%,0.0,-1.5%,3.0,1.8%,1.3%,1.4%,i,
COc1cccc(NC(=O)N2CCN(C(=O)C(Cc3ccc(OC)c(OC)c3)NC(C)=O)CC2)c1 (stereo not given),2.8%,1.6%,7.0,-2.7%,8.0,-2.9%,8.4%,4.7%,i,Spn PMK inh pilot replicates=4.5;Spn MK inh pilot replicates=0.0;Spn DPM-DC inh pilot screen %=1.0
COc1ccccc1-c1nn2c(C(F)(F)F)nnc2s1,nt,-4.1%,5.0,5.8%,0.0,1.8%,1.0%,-3.7%,i,
CCC(Sc1nc2ccccc2[nH]1)C(=O)Nc1cc(C)on1 (stereo not given),14.1%,8.9%,20.0,-1.2%,4.0,1.0%,-12.6%,-11.0%,i,
CCOc1ccc(-c2[nH]nc3c2C(c2ccc4c(c2)OCO4)C(C#N)=C(N)O3)cc1OC (stereo not given),7.8%,3.0%,11.0,-2.9%,9.0,-9.7%,-2.1%,-24.9%,i,
COc1cc(C(=O)Nc2ccc(S(=O)(=O)Nc3onc(C)c3C)cc2)cc(OC)c1OC,0.3%,-2.3%,12.0,2.7%,6.0,-18.6%,0.8%,-10.5%,i,
CCCSc1nc(N2CCCC2)c2c(c1C#N)CC(C)(C)OC2,3.8%,-18.9%,1.0,-3.8%,1.0,18.1%,8.1%,2.2%,i,
Fc1ccc(OCc2nc(-c3ccc(Br)o3)no2)c(F)c1,-1.2%,-2.1%,15.0,1.9%,4.0,0.0%,16.5%,6.5%,i,
Cc1cccc(NC(=O)c2snc3c(=O)[nH]cnc23)c1,nt,0.3%,3.0,-2.6%,0.0,2.1%,12.1%,4.3%,i,
CN(C)c1ccc(NC(=O)Cn2cc3c(n2)CCCC3)cc1,5.7%,2.4%,7.0,-0.5%,0.0,1.2%,22.6%,-15.1%,i,Spn PMK inh pilot replicates=1.5;Spn MK inh pilot replicates=0.0;Spn DPM-DC inh pilot screen %=1.5
CC(=O)Nc1ccc(-c2nnn(CC(=O)c3ccccc3)n2)cc1Cl,nt,-22.6%,0.0,3.9%,7.0,-16.0%,8.0%,-3.8%,i,
CCn1c(=O)cc(SCC(=O)NCc2ccccn2)c2ccccc21,9.0%,11.9%,9.0,-7.0%,5.0,9.6%,0.6%,9.7%,i,
Cc1csc(SCC(=O)O)n1,nt,-3.3%,10.0,-1.4%,7.0,0.1%,9.0%,-1.2%,i,
O=c1n(-c2ccccc2)c(=O)n(Cc2ccccn2)n1Cc1ccccn1,5.1%,-0.6%,0.0,-5.3%,6.0,-10.6%,7.3%,-14.8%,i,
c1ccc2c(c1)ncn2CCn1cnc2ccccc21,6.3%,6.2%,0.0,-1.5%,0.0,0.4%,12.4%,3.6%,i,
CC(=O)Nc1nonc1-c1nc2ccccc2n1CCC#N,nt,-9.0%,8.0,-7.8%,10.0,-19.8%,5.3%,2.9%,i,
Cc1cc(C)cc(N(CC(=O)NCc2cccnc2)S(C)(=O)=O)c1,9.1%,-4.3%,8.0,1.1%,4.0,-14.0%,9.1%,-28.8%,i,
CC(C)C(c1nnnn1Cc1ccc(F)cc1)N1CCN(C2CCCCC2)CC1 (stereo not given),1.8%,1.9%,20.0,-4.9%,12.0,4.9%,7.5%,-2.6%,i,
COc1cccc(C2CC(c3ccc(C)cc3)n3nc(N)nc3N2)c1 (stereo not given),-6.8%,-2.6%,6.0,-0.5%,3.0,6.9%,11.0%,-0.9%,i,Spn PMK inh pilot replicates=1.5;Spn MK inh pilot replicates=9.5;Spn DPM-DC inh pilot screen %=0.0
CC(NC(=O)c1cc2sccc2n1C)c1ccc2c(c1)OCCO2 (stereo not given),5.8%,1.3%,7.0,1.4%,3.0,11.8%,3.8%,11.9%,i,
CCOC(=O)c1ccc(NC(=O)CN2C(=O)CNC2=O)cc1,-10.0%,-6.2%,3.0,nt,9.0,nt,nt,nt,i,
C=CCc1c(C)nc(SC)nc1Nc1ccc(C(=O)O)cc1,-4.0%,-4.2%,16.0,13.6%,5.0,2.9%,12.8%,-38.4%,i,Spn PMK inh pilot replicates=1.5;Spn MK inh pilot replicates=0.0;Spn DPM-DC inh pilot screen %=0.0
Cn1c(NCc2ccco2)nc2c1c(=O)n(Cc1ccc(Cl)cc1)c(=O)n2C,1.8%,-1.9%,4.0,-3.0%,9.0,8.4%,10.4%,9.8%,i,
O=C(c1ccc2c(=O)n(-c3ccccc3)c(=O)[nH]c2c1)N1CCN(c2ccc(F)cc2)CC1,nt,-5.8%,1.0,-3.8%,10.0,nt,10.3%,nt,i,
COc1ccc(N(C(=O)c2ccco2)S(=O)(=O)c2cc(OC)ccc2OC)cc1,nt,2.3%,0.0,-7.1%,11.0,8.4%,10.8%,8.9%,i,Spn PMK inh pilot replicates=3.0;Spn MK inh pilot replicates=0.0;Spn DPM-DC inh pilot screen %=2.0
COc1ccc(CCNC(=O)c2c(O)c3c([nH]c2=O)CCCC3)cc1,nt,nt,0.0,-1.6%,13.0,0.8%,12.5%,-9.6%,i,
COc1cc(C(=O)OC2CCN(C)CC2)cc(OC)c1OC,nt,39.5%,10.0,-4.5%,14.0,11.9%,4.8%,6.9%,i,
O=C(O)CSC1CC(=O)N(c2ccc(Cl)cc2)C1=O (stereo not given),12.9%,-1.0%,0.0,-1.8%,0.0,-13.6%,12.3%,-2.6%,i,
COC(=O)c1cc(-c2c(C)oc3cc(OC(C)C)ccc3c2=O)c(C)o1,6.6%,-3.5%,20.0,-12.4%,7.0,-13.5%,9.2%,-15.4%,i,
CS(=O)(=O)N(Cc1cc2ccccc2[nH]c1=O)C1CCCCC1,4.5%,-4.8%,3.0,-6.0%,2.0,nt,9.9%,nt,i,
O=C(CN1C(=O)CC(c2ccccc2)=Nc2ccccc21)NCc1ccco1,4.3%,0.4%,9.0,0.8%,0.0,-14.7%,10.0%,2.3%,i,Spn PMK inh pilot replicates=4.5;Spn MK inh pilot replicates=0.0;Spn DPM-DC inh pilot screen %=0.0
CCOc1cc(N2CCOCC2)c(OCC)cc1NC(=O)c1ccc(=O)n(Cc2ccccc2)n1,-2.3%,-9.6%,9.0,3.8%,6.0,6.2%,25.3%,9.2%,i,
CCOCCc1nnc(NC(=O)COC)s1,0.6%,-6.5%,4.0,-1.0%,6.0,-0.4%,13.3%,-4.6%,i,
CC(C)CC(C(=O)Nc1ccc2c(c1)OCCO2)N1C(=O)c2ccccc2C1=O (stereo not given),6.6%,-1.5%,8.0,-3.3%,3.0,nt,4.8%,nt,i,
CCCc1[nH]nc2c1C(c1cc(OC)ccc1F)C(C#N)=C(N)O2 (stereo not given),nt,2.0%,5.0,-0.4%,2.0,1.8%,-0.5%,-1.5%,i,
O=C(CN1C(=O)CCC1=O)Nc1nc2c(F)cc(F)cc2s1,-2.7%,4.3%,9.0,-4.6%,6.0,-7.1%,14.2%,-4.0%,i,

# Next part; the last six above are carried over.
SMILES,LYP inhibition,HT1080 viability,Spn PMK inh,Bfl-1 inhibitors,Spn MK inh,KRASV12 cytotoxicity,Alkaline phosphatase,HPDE-C7 cytotoxicity,Spn DPM-DC inh,others
O=C(CN1C(=O)CC(c2ccccc2)=Nc2ccccc21)NCc1ccco1,4.3%,0.4%,9.0,0.8%,0.0,-14.7%,10.0%,2.3%,i,Spn PMK inh pilot replicates=4.5;Spn MK inh pilot replicates=0.0;Spn DPM-DC inh pilot screen %=0.0
CCOc1cc(N2CCOCC2)c(OCC)cc1NC(=O)c1ccc(=O)n(Cc2ccccc2)n1,-2.3%,-9.6%,9.0,3.8%,6.0,6.2%,25.3%,9.2%,i,
CCOCCc1nnc(NC(=O)COC)s1,0.6%,-6.5%,4.0,-1.0%,6.0,-0.4%,13.3%,-4.6%,i,
CC(C)CC(C(=O)Nc1ccc2c(c1)OCCO2)N1C(=O)c2ccccc2C1=O (stereo not given),6.6%,-1.5%,8.0,-3.3%,3.0,nt,4.8%,nt,i,
CCCc1[nH]nc2c1C(c1cc(OC)ccc1F)C(C#N)=C(N)O2 (stereo not given),nt,2.0%,5.0,-0.4%,2.0,1.8%,-0.5%,-1.5%,i,
O=C(CN1C(=O)CCC1=O)Nc1nc2c(F)cc(F)cc2s1,-2.7%,4.3%,9.0,-4.6%,6.0,-7.1%,14.2%,-4.0%,i,
C=CCn1sc(=N)c(C#N)c1N,3.3%,0.5%,22.0,1.0%,0.0,-5.9%,7.6%,-4.4%,i,
Cc1sc2ncnc(Sc3nnnn3-c3ccccc3)c2c1C,17.3%,0.7%,8.0,-1.0%,8.0,101.0%*,5.7%,71.0%*,i,
O=C(O)c1cc(-c2ccncc2)nc2ccc(S(=O)(=O)N3CCOCC3)cc12,-5.2%,-6.1%,8.0,3.6%,0.0,-11.1%,5.3%,-2.4%,i,
CC(=O)Nc1ccn(Cc2c(F)cccc2Cl)n1,13.0%,-4.8%,8.0,-0.8%,6.0,-10.6%,8.6%,-0.4%,i,
CCc1nnc(NC(=O)CN2CCN(c3ccccc3OC)CC2)s1,9.6%,-4.5%,4.0,-3.4%,40.0,-2.9%,-0.6%,0.5%,i,Spn PMK inh pilot replicates=0.0;Spn MK inh pilot replicates=0.0;Spn DPM-DC inh pilot screen %=0.0
CC(C)OC(=O)CC(=O)CSc1nc2c(cc1C#N)CCC2,6.5%,-0.8%,18.0,-3.4%,8.0,45.7%,11.2%,49.9%,nt,
O=C(O)CCCC(=O)Nc1ccc(C(=O)N2CCCCC2)c(Cl)c1,2.1%,-4.6%,0.0,5.8%,2.0,-1.6%,15.7%,0.3%,i,
Cc1cccc(C(=O)c2ccccc2C(=O)O)c1O,11.2%,21.6%,18.0,-7.0%,2.0,nt,13.9%,nt,i,
O=C(Cn1c(=O)oc2cc(S(=O)(=O)N3CCCCCC3)ccc21)NC1CCCCC1,-9.0%,-3.6%,21.0,1.7%,0.0,-3.2%,3.8%,-4.1%,i,
CCOC(=O)N1CCN(C(=O)CSc2nnc(CNC(=O)c3ccccc3F)o2)CC1,-8.2%,nt,10.0,7.2%,2.0,-2.8%,0.4%,-8.0%,i,
CN(CCCNC(=O)COc1cc(=O)n(C)c2ccccc12)Cc1ccccc1,13.0%,-3.9%,10.0,-7.8%,5.0,-1.6%,-0.8%,-9.3%,i,
Cc1cc2c(=O)n(Cc3ccco3)c(SCC(=O)N3CCCc4ccccc43)nc2s1,-10.2%,31.1%,0.0,-4.9%,5.0,11.3%,11.0%,19.8%,i,
CCCCC1CCC(C(=O)NC2CCS(=O)(=O)C2)CC1 (stereo not given),-4.2%,0.0%,3.0,0.6%,5.0,-9.3%,-0.8%,-3.2%,i,

# Compound activity from PubChem.
